Assay outcomes: PubChem BioAssay, The Scripps Research Institute Molecular Screening Center
OX1R antag-1: human HCRTR1 antagonism; O43613; inhibition, % at 5 µM; CHO/OX1R cells, Fluo-8 calcium fluorescence, orexin A; 0.43% of 330,000 active; AID 434989;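 active = inhibition above its plate's threshold, mean inhibition of all tested compounds on the plate plus 3 SD, cut at about 37% in these data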;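 note: 0% = orexin A challenge wells and 100% = SB-334867-A antagonist wells; not every result past the cut was called active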
Target sequence (O43613 whole entry, looked up): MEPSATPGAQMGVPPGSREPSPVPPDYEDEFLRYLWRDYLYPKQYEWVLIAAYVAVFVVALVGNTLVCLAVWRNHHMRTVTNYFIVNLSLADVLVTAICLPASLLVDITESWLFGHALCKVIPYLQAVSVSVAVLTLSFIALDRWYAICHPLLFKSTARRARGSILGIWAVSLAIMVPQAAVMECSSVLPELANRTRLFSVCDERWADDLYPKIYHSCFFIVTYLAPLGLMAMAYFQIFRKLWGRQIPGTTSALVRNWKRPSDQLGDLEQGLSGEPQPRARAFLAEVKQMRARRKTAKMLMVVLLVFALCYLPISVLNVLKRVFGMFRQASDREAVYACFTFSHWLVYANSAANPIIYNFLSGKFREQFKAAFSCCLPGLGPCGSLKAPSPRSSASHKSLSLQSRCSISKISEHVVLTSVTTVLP
OX1R antag-2: OX1R (human) antagonism; OX1R-expressing cells, FRET antagonist read-out; inhibition, % at 6.6 µM; 1.8% of 330,000 active; AID 485270; in the data active = inhibition mostly above about 38%, no sharp cut-off; inactive = mostly below about 40%;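 note: 0% = agonist challenge alone and 100% = reference antagonist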
* marks the source's active call; other numbers are inactive results.

SMILES | OX1R antag-1 | OX1R antag-2
Cc1nn(CCC(=O)N2CCN(S(=O)(=O)c3ccc(Cl)cc3)CC2)c(C)c1C | -15 | 2
CCOc1[nH]n(-c2ccc(Cl)cc2)c(=O)c1C=NCc1cccnc1 | -10 | 22
CC(C)OP(=O)(OC(C)C)C(NC(=O)c1ccccc1)C(N)=O (configuration not stated) | -8 | 2
NC(=O)[C@@H]1CCCCNc2c(I)cc([N+](=O)[O-])cc2C(=O)N[C@@H](CCC(=O)O)C(=O)N[C@@H](CO)C(=O)N1 | 0 | 41
Cc1ccccc1OCCC(=O)Nc1ccccc1C(=O)NC1CC1 | -39 | 10
COc1cc(NC(=S)Nc2cccc(Cl)c2Cl)c(OC)cc1Cl | -35 | 27
CCOC(=O)C1C(=O)N(C(=O)c2cncc(Br)c2)CC1c1ccccc1 (configuration not stated) | -17 | 10
Cc1ccc(S(=O)(=O)N(CC(=O)NCCSc2ccccn2)c2cc(C)cc(C)c2)cc1 | -12 | 20
CC(C)c1onc(C(=O)NC2CCCC2)c1[N+](=O)[O-] | -2 | 8
CC(=O)N1N=C(c2c(-c3ccccc3)c3cc(C)ccc3[nH]c2=O)CC1c1ccco1 (configuration not stated) | -29 | 5
OCc1nc2ccc(Cl)cc2[nH]1 | -2 | 14
CN(C)C(=C(C#N)C#N)N1CCN(c2ccc(Cl)cc2)CC1 | -17 | 12
CCOC(=O)c1cc(CC)sc1NC(=O)COC | -14 | 3
CCN(CC)/C(=N/S(=O)(=O)c1ccc(C)cc1)c1ccccc1 | -5 | 6
OC1(c2cccc(C(F)(F)F)c2)CCN(CCN2CCCCC2)CC1 | -7 | 14
CC1=C(C(=O)Nc2ccccc2)C(c2ccccc2[N+](=O)[O-])NC(=O)N1 (configuration not stated) | -10 | 25
CC(=O)c1cn(C)c(=O)n(C)c1=O | -10 | 11
Cc1ccc(NC(=O)Nc2cnccn2)cc1Cl | -9 | 13
O=[N+]([O-])c1cccnc1Sc1ccc(Cl)cc1 | -2 | -6
O=C(COc1cccc2ccccc12)N/N=C/c1ccncc1 | -40 | 15
CNc1nc(-c2ccccc2)nc(-c2ccccc2)c1C#N | -10 | 11
C=CCn1c(=O)/c(=C/c2ccc(O)cc2)s/c1=C(/C#N)c1nnc2n1CCCCC2 | -2 | 7
O=C(CN(c1ccccc1)S(=O)(=O)c1ccccc1[N+](=O)[O-])NN=C1CCCCCCC1 | -23 | 9
COc1nc(/C(N)=N/O)nc(N2CCCCC2)n1 | -12 | 10
O=C1OCCC1Sc1nnc(-c2ccc(O)cc2)o1 (configuration not stated) | -5 | 14
Cc1cccc(Cc2cnc(NC(=O)CN3C(=O)/C(=C/c4ccccc4)SC3=S)s2)c1 | -8 | 11
OCC1OC(n2nc3ccccc3n2)C(O)C(O)C1O (configuration not stated) | -3 | 4
CCCCOc1ccc(OCCNC(=O)c2ccco2)cc1 | -5 | 32
COc1ccccc1NC(=O)CSc1c2c(nc3ccccc13)CCC2 | -21 | 20
CCN1CCN(C(=O)C2(NC(=O)Nc3ccccc3Cl)CCCCC2)CC1 | -25 | 6
CCn1c(SCC(=O)c2c(N)n(C3CC3)c(=O)[nH]c2=O)nnc1-c1ccoc1C | 4 | -2
CCC(C)NC(=O)c1c(N)n(/N=C/c2cccnc2)c2nc3ccccc3nc12 (configuration not stated) | -5 | 3
CN(C(=O)COc1ccccc1)c1nnc(C23CC4CC(CC(C4)C2)C3)s1 | -9 | 13
O=C(Nc1ccccc1)/C(=C/c1ccc2c(c1)OCO2)NC(=O)c1ccco1 | -18 | 16
CN(CC(=O)Nc1cccc2ccccc12)C(=O)c1cccc(S(=O)(=O)N(C)C)c1 | -2 | 13
O=C1OCCN1C(=O)[C@H]1[C@H](c2ccccc2)C(c2ccc(F)cc2)=NN1c1ccc(Br)cc1 | 6 | 5
COc1ccc(-c2noc(CNC(=O)c3ccoc3C)n2)cc1 | -19 | 2
COc1ccc(N(CC(=O)NCCc2ccc(OC)c(OC)c2)S(=O)(=O)c2c(C)noc2C)cc1 | -17 | 29
CCN(CC)CCCNC(=O)c1c(O)c2c([nH]c1=O)CCCC2 | -19 | 32
CCCCC1S/C(=N/N=C/c2ccco2)NC1=O (configuration not stated) | -10 | 19

Quoted at random: four compounds from above, in no set order.
SMILES | OX1R antag-1 | OX1R antag-2
O=C1OCCC1Sc1nnc(-c2ccc(O)cc2)o1 (configuration not stated) | -5 | 14
CCCCOc1ccc(OCCNC(=O)c2ccco2)cc1 | -5 | 32
CCCCC1S/C(=N/N=C/c2ccco2)NC1=O (configuration not stated) | -10 | 19
CCn1c(SCC(=O)c2c(N)n(C3CC3)c(=O)[nH]c2=O)nnc1-c1ccoc1C | 4 | -2

(list continues)
SMILES | OX1R antag-1 | OX1R antag-2
O=C(Cn1cncn1)N/N=C/c1ccccc1Cl | -4 | 16
O=C(Nc1ccccc1Cl)c1ccc(COc2ccc3c(c2)CCC3)cc1 | -14 | 18
C/C(=N/NC(=O)CNC(=O)c1ccco1)c1ccco1 | -3 | 17
O=[N+]([O-])c1ccccc1N/N=C\c1ccccc1F | -11 | 1
COC(=O)c1c(-c2ccc(OC)cc2)sc2ccc(N3CCOCC3)cc12 | -13 | 23
COC(=O)Cn1ncc2c(C)n(Cc3ccccc3)c(C)c2c1=O | -17 | 4
COc1cccc(-c2nn(C)c3sc(C(=O)NCc4ccc(C)cc4)cc23)c1 | -26 | 31
CCNCc1cc(OCC)c(OCC(=O)NCCc2ccccc2)cc1Cl | -18 | 8
Cn1c(-c2ccccc2)cc(=O)c2ccccc21 | -33 | -1
CCOc1ccc(/C(C)=N/N2C(=O)C(CC(=O)Nc3ccc(OC)cc3[N+](=O)[O-])SC2=Nc2cccc(C)c2C)cc1 (configuration not stated) | -3 | 5
O=C(/C=C/c1ccc([N+](=O)[O-])s1)N1CCN(c2ccccc2)CC1 | 5 | 5
CCOCCCNC(=O)C(Cc1ccccc1)NS(=O)(=O)c1cccc2nsnc12 (configuration not stated) | -4 | 39
O=c1[nH]c(CN2CCN(C/C=C/c3ccccc3)CC2)nc2ccccc12 | -15 | 15
CCC1=C2CC[C@H]3C(=O)N(c4ccccc4)C(=O)[C@H]3[C@H]2[C@@]2(C)C(=NCC3CC3)OC(=O)N2C1=O | -17 | 9
CC(=O)NC1=NN(C(C)=O)C(C)(c2ccc3ccccc3c2)S1 (configuration not stated) | -22 | 9
O=C(NCCC1=CCCCC1)c1ccc(Cl)c(S(=O)(=O)Nc2ccccc2)c1 | -26 | 30
O=c1c2ccccc2cnn1Cc1n[nH]c(=S)n1-c1ccccc1F | -8 | 5
CC(C)c1ccc(-n2cccc2/C=C2/C(=N)N3C=CSC3=NC2=O)cc1 | -5 | 23
O=[N+]([O-])c1ccc(S(=O)(=O)NCC2CC3CCC2C3)cc1 (configuration not stated) | -40 | -2
COc1ccccc1N(Cc1cc(=O)[nH]c2ccccc12)C(=O)c1cccc([N+](=O)[O-])c1 | -22 | 16
O=C(COc1ccccc1Br)NCc1ccccn1 | -16 | 21
O=C(Cc1cccs1)Nc1ccc(F)cc1F | -9 | 6
COc1ccc(-c2nc(C#N)c(N3CCCCC3)o2)cc1 | -40 | 5
COc1ccc(C(CC(=O)O)N2C(=O)CCC2=O)cc1 (configuration not stated) | 12 | 9
Cc1ccc(-c2noc(CCC(=O)NCCN3CCOCC3)n2)cc1 | -11 | 10
CCn1nc(C(=O)OCC(=O)c2cc(C)n(Cc3cccs3)c2C)c2ccccc2c1=O | 1 | 19
Cc1nn2c3c(cnc2c1-c1ccccc1)C(=O)CC(c1ccco1)C3 (configuration not stated) | -2 | 4
COc1ccc(S(=O)(=O)CCC(=O)Nc2cccc(OC)c2)cc1 | -17 | 12
CC(NC(=O)CNC(=O)OCc1ccccc1)C(=O)N1CC(O)CC1C(=O)OCc1ccccc1 (configuration not stated) | 2 | 22
O=C(CN1CCCC1)Nc1sc2c(c1C(=O)Nc1ccc(Br)cc1)CCC2 | -25 | 19
CC1CCCCC1NC(=O)C1CCN(C(=O)c2sccc2-n2cccc2)CC1 (configuration not stated) | -9 | 6
Cc1ccc(CNc2nc(N)c([N+](=O)[O-])c(Nc3ccc(F)cc3)n2)cc1 | -24 | 4
CC(C)C[C@H](NC(=O)OC(C)(C)C)C(=O)N[C@@H](CO)[C@H](O)[C@@H]1C[C@@H]1C(=O)N(C)C | -3 | 2
CC(C)[C@H](N)c1cn([C@@H](CC(N)=O)C(=O)N2CCNCC2)nn1 | 0 | 25
Cc1c(Cl)cccc1N1C(=O)C2ON(c3ccccc3)C(c3cccnc3)C2C1=O (configuration not stated) | -18 | 4
O=C(c1cccs1)N1CCN(S(=O)(=O)N2CCCCC2)CC1 | -8 | 9
Cc1cc(C)cc(NC(=O)CSCc2nc3c(nnn3Cc3ccc(F)cc3)c(=O)[nH]2)c1 | -34 | 16
Cc1cccc(-c2ccc(NC(=O)C3CCN(CC4CC4)CC3)cc2)c1 | -7 | 8
CC1CC(C)CN(CC(O)COc2ccc3c(c2)CCC3)C1 (configuration not stated) | -9 | 10
CCN(CC)CCN1C(=O)C(O)=C(C(=O)c2sc(C)nc2C)C1c1cccnc1 (configuration not stated) | -10 | 33
CNCC(=O)N(CC(C)C)c1c(N)n(CC(C)C)c(=O)[nH]c1=O | 1 | -1
CCC(=O)NC(=S)Nc1ccc(NC(=S)NC(=O)c2ccc(C)cc2)cc1 | -5 | -3
CC(C)CN1CCC(=O)N(CCOc2ccccc2)CC1 | -18 | 12
CN(C(=O)COC(=O)CNC(=O)C12CC3CC(CC(C3)C1)C2)c1ccccc1 | -23 | 13
CC(=O)C1C(c2ccc3ncccc3c2)NC(=O)NC1(O)C(F)(F)F (configuration not stated) | -9 | 10
COC1=CC(=O)OC12CCCCC2 | 4 | 4
CN1CCN(NC(=O)CC(C)(C)C)CC1 | -1 | 11
CCCCCN(C(=O)CCC(=O)OCc1cccc(C(F)(F)F)c1)c1c(N)n(CCCC)c(=O)[nH]c1=O | -22 | 2
CCn1c(C)nc2cc(C(=O)N=Nc3c(O)[nH]c4ccccc34)ccc21 | -15 | 15
O=C(CSc1nnc(C2CC2)n1Cc1ccccc1)N1CCN(S(=O)(=O)c2ccccc2)CC1 | -20 | 8
O=C(CN1CCN(Cc2ccccc2)C1=O)NCc1cccs1 | -3 | -1
C=CCn1c(N)cc(=O)nc1SCC(=O)N1CCN(c2ccc(F)cc2)CC1 | -9 | 20
COc1cccc(NC(=O)N2CCCC2C(=O)NCC(C)C)c1 (configuration not stated) | -17 | 16
CCC(=O)Oc1ccc(C(=O)Nc2ccc3c(c2)OCO3)cc1 | -8 | 15
COc1ccc(O)c(C(=O)c2cnn(C(=O)c3cc(C)oc3C)c2)c1 | -22 | 15
COc1cc(C(=O)NCc2ccncc2)cc(OC)c1OC | 3 | 9
CCc1nc2ccc(C(=O)N(C)CC(=O)Nc3cccc(F)c3)cc2nc1CC | -27 | 12

Six entries from above, sorted by the number in OX1R antag-1, low to high:
canonical_smiles | OX1R antag-1
CN(C(=O)COC(=O)CNC(=O)C12CC3CC(CC(C3)C1)C2)c1ccccc1 | -23
CCCCCN(C(=O)CCC(=O)OCc1cccc(C(F)(F)F)c1)c1c(N)n(CCCC)c(=O)[nH]c1=O | -22
O=C(CSc1nnc(C2CC2)n1Cc1ccccc1)N1CCN(S(=O)(=O)c2ccccc2)CC1 | -20
O=C(CN1CCN(Cc2ccccc2)C1=O)NCc1cccs1 | -3
CN1CCN(NC(=O)CC(C)(C)C)CC1 | -1
COC1=CC(=O)OC12CCCCC2 | 4

Single records, as listed above.
Listed for CC(C)CN1CCC(=O)N(CCOc2ccccc2)CC1 = OX1R antag-1 = -18; OX1R antag-2 = 12
Listed for O=C(CSc1nnc(C2CC2)n1Cc1ccccc1)N1CCN(S(=O)(=O)c2ccccc2)CC1 = OX1R antag-1 = -20; OX1R antag-2 = 8
Listed for CCc1nc2ccc(C(=O)N(C)CC(=O)Nc3cccc(F)c3)cc2nc1CC = OX1R antag-1 = -27; OX1R antag-2 = 12
